M1 ag parental: counter-screen for M1 agonists: effect in parental CHO-K1 cells; Fluo-8 calcium fluorescence; scaled to maximal ATP response, vehicle zero; activation, % at 3 µM; 360,000 tested, 0.48% active; in the data active = activation above about 15%;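 note: untransfected CHO-K1 host cells lacking M1 receptor as counterscreen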
M1 PAM: human CHRM1 positive allosteric modulation; P11229; CHO-K1 hM1, Fluo-8 calcium fluorescence, ACh EC20; 0% = ACh EC20, 100% = maximal ACh; activation, % at 3 µM; 360,000 tested, 0.088% active; AID 588819; in the data active = activation above about 19%, passing the limit was not always enough
CHO parental Ca: counter-screen: ATP calcium response change in parental CHO cells | parental CHO-K1, ATP-induced calcium, Fluo-8 fluorescence | inhibition, % at 5.6 µM | 330,000 tested, 0.63% active | AID 463079;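 active = inhibition above that plate's mean sample inhibition plus 3 SD, cut at about 26% in these data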;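 note: 0% = ATP-challenged DMSO wells and 100% = DMSO wells without ATP; some compounds past the cut are filed as inactive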
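Material – parental CHO cells · Reagent – ATP stimulus · Compound – single nominal dose of 5.6 µM per compound · Detection – Fluo-8 fluorescence · Read-out basis – percent inhibition of calcium signal · Controls – ATP-challenged DMSO wells low, unchallenged DMSO wells high · Repeats – no replicates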
M1 ag: agonists of human M1 muscarinic receptor; AID 588814; activation, % at 3 µM; CHO-K1 hM1, Fluo-8 calcium fluorescence, agonist mode; 0% DMSO, 100% acetylcholine EC100; P11229; 360,000 tested, 0.33% active;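 active = activation above the run's mean compound activation plus 3 SD, cut at about 16% in these data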;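 note: peak over basal fluorescence ratio within a 140 s kinetic read after compound addition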
M4 antag: antagonists of human muscarinic M4 receptor (CHRM4). P08173. CHO-hM4 cells, ACh EC80, Fluo-8 calcium fluorescence. inhibition, % at 3 µM. 360,000 tested, 0.73% active. AID 624125;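 active = inhibition above its plate's cutoff, the mean inhibition of sample wells plus 3 SD, cut at about 27% in these data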;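 note: 0% = acetylcholine EC80 with DMSO and 100% = DMSO without agonist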
Target sequence (P08173 whole entry, looked up): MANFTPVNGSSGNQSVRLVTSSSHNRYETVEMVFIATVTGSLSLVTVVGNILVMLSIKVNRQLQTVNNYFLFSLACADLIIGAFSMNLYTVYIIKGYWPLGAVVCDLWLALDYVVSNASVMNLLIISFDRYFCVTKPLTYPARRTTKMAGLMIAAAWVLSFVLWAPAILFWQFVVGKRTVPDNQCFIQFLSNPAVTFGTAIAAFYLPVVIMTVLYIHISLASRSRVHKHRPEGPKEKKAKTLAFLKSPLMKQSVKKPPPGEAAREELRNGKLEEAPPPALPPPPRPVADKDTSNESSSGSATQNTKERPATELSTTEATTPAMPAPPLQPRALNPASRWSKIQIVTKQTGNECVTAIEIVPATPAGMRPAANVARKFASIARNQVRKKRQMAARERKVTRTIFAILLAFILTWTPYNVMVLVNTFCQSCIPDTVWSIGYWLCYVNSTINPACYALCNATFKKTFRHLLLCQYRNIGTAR
CHO-K1 Ca antag: counter-screen for M1 antagonists: effect in parental CHO-K1 cells. ATP-induced calcium, Fluo-8 fluorescence. inhibition, % at 3 µM. 360,000 tested, 0.6% active. AID 602250;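 active = inhibition above a per-plate cutoff, the plate's mean sample inhibition plus 3 SD, cut at about 24% in these data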;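 note: 0% = DMSO plus EC80 ATP and 100% = DMSO alone without ATP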
OXTR potentiator: human OXTR potentiation; P30559; CHO-OTR cells, Fluo-8 calcium fluorescence, potentiator mode; 0% = oxytocin EC15, 100% = EC100; activation, % at 3 µM; 320,000 tested, 0.061% active;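 active = activation above that plate's cutoff, the mean activation of tested compounds plus 3 SD, cut at about 6.6% in these data, passing the limit was not always enough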;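 note: 100% uses oxytocin at 75 nM as the full agonist control; some results filed as inactive read as strong as hits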
Target sequence (P30559 whole entry, looked up): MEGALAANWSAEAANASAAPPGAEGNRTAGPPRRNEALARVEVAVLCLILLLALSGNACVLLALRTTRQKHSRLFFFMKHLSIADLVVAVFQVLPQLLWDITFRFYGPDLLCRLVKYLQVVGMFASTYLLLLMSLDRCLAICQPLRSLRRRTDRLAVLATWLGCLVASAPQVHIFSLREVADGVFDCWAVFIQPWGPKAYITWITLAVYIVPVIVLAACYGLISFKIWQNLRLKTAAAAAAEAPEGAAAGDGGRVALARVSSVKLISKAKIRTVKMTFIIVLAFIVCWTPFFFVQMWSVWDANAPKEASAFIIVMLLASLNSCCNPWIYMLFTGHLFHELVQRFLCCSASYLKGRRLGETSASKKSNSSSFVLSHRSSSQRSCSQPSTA
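Assay system: CHO cell line stably expressing human OTR. Reagent: EC15 oxytocin agonist. Dosing: single dose, 3.0 µM nominal final compound concentration. Timing: compound 6 min at room temperature before oxytocin, 100 s read. Signal: kinetic Fluo-8 calcium fluorescence. Controls: oxytocin EC15 low and EC100 high.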
CHRM1 antagonist: human CHRM1 antagonism; AID 588852; inhibition, % at 3 µM; 360,000 tested, 1.3% active; P11229; CHO-K1 hM1, Fluo-8 calcium fluorescence, ACh EC80 antagonist;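 active = percent inhibition above its own plate's cutoff, namely the mean of that plate's compound wells plus 3 SD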;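 note: peak over basal fluorescence ratio during 140 s after agonist addition; 0% = ACh EC80 plus DMSO and 100% = DMSO alone without agonist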
M4 ag: CHRM4 agonism in calcium assay; AID 624127; P08173; activation, % at 3 µM; 360,000 tested, 0.14% active; CHO-K1 hM4/Gqi5, Fluo-8 calcium fluorescence; vehicle 0%, full acetylcholine response 100%;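 active = activation above the run mean over all test wells plus 3 SD, cut at about 32% in these data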;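 note: peak over basal fluorescence ratio per well then scaled between controls; 0% = DMSO wells and 100% = acetylcholine at EC100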
* hit, by the source's call; · = not tested or not shown.

structure	M1 ag parental	M1 PAM	CHO parental Ca	M1 ag	M4 antag	CHO-K1 Ca antag	OXTR potentiator	CHRM1 antagonist	M4 ag
CC1(C)CC(CNCCC(c2ccc(F)cc2)c2ccco2)CCO1 (stereo unspecified)	7.6	-14	-21	-5	2	-8	-2	16	4
Cn1cc(CN2CCC(n3nccc3NC(=O)CCCc3ccccc3)CC2)cn1	0.3	6	-4	-3	0	-18	1	-6	-1
c1ccc(N2CCN(Cc3ccnc4ccccc34)CC2)cc1	5.1	4	-8	-3	-19	-16	-6	-6	6
COc1ccc(-c2cc(C(F)(F)F)nc(SCC(=O)N3CCOCC3)n2)cc1OC	0.7	7	-18	-1	0	-1	-10	-41	0
CCC(c1nnc(SCC(=O)Nc2nnc(-c3ccccc3)o2)n1Cc1ccccc1)N(C)C (stereo unspecified)	0.1	7	-11	-2	17	-8	-11	-8	0
COc1cccc(NS(=O)(=O)c2ccc3c(c2)NC(=O)C(C)S3)c1 (stereo unspecified)	12	-7	-2	6	-5	7	-13	15	14
COc1cc(-c2csc(CCn3nc(C)cc3C)n2)cc(OC)c1OC	4.2	13	-29	-2	6	-9	-5	-20	2
COc1cccc(C2CC(c3ccccc3Cl)Nc3ncnn32)c1 (stereo unspecified)	1.1	11	·	-3	7	-14	·	-10	1
COc1ccc(-c2nc(-c3cccnc3)no2)cc1	0.4	6	-1	-2	-1	2	-2	-10	2
O=C(NCc1ccccc1)N1CCC(CO)(CCc2ccccc2)CC1	2.1	12	-12	-2	0	-10	-21	-9	1
CCc1ccc(-c2cc(C)no2)cc1S(=O)(=O)Nc1ccccn1	0.3	2	-1	-2	-1	-7	-4	-3	0
Cc1cccc(C)c1OCC(=O)Nc1cccc(S(=O)(=O)N2CCCC2)c1	2.0	-2	-15	-6	-1	-1	-7	-1	8
CCn1c(CCNC(=O)c2cccs2)nnc1SCC(=O)NC1CCCCC1	0.1	-9	5	-4	11	-1	2	14	0
O=C(CCCOc1ccccc1)Nc1ccc(S(=O)(=O)Nc2ccccn2)cc1	0.5	5	-19	-2	-2	-2	-11	-2	2
Oc1ccc(/C=C/c2nc(-c3ccccc3O)n(-c3ccccc3)n2)cc1	0.9	-9	-4	-7	-6	-15	-2	3	0
O=C(c1ccc(F)cc1)c1ccc(CN2C(=O)c3ccccc3C2=O)o1	3.4	-1	-10	-11	-11	4	-9	2	5
COc1ccc(NS(=O)(=O)c2cc(C(=O)O)ccc2C)cc1	-0.5	12	-2	6	-8	-28	-4	-7	1
Clc1ccc(-c2csc(N/N=C/c3ccco3)n2)cc1	0.7	8	-9	-4	-6	-3	-3	-22	1
COc1cc(C(=O)N2CCN(c3cc(Cl)ccc3Cl)CC2)cc(OC)c1OC	1.0	5	-12	-2	-14	4	-1	-9	0
CCc1nnc(NS(=O)(=O)c2ccc(NC(=O)c3cccc(Cl)c3)cc2)s1	0.2	14	-2	-4	-1	-20	-8	-19	0
O=C(COC(=O)CSc1ccc([N+](=O)[O-])cc1)NCCC1=CCCCC1	-0.2	7	-17	-5	-3	2	-6	1	0
COc1ccc(C(=O)c2[nH]c(N)c(C(=O)NCCc3c[nH]c4ccccc34)c2-c2ccc(Cl)cc2)cc1	1.3	·	·	·	-1	-21	·	·	4
Cc1ccc(S(=O)(=O)N(CC(O)CN2CCOCC2)c2cccc([N+](=O)[O-])c2)cc1 (stereo unspecified)	0.1	6	-32	-4	2	-11	-4	-2	1
Cc1cc(NC(=O)Nc2ccc(Cl)c(Cl)c2)n(-c2ccccc2)n1	6.8	-5	3	2	-4	2	-10	9	16
C=CCn1c(SCC(=O)N2CCOCC2)nc2sc(CC)cc2c1=O	6.5	-9	-9	-7	5	-11	-1	16	9

(cont.)
structure	M1 ag parental	M1 PAM	CHO parental Ca	M1 ag	M4 antag	CHO-K1 Ca antag	OXTR potentiator	CHRM1 antagonist	M4 ag
CCC[C@H](CN[C@@H](CNC)[C@H](C)O)NCCc1ccc(OC)cc1	0.7	12	-4	-3	-11	-10	-5	-9	1
CC(C)N(CC(N)=O)C(=O)c1sc2cc(F)ccc2c1Cl	0.7	3	-8	-1	-11	-7	5	0	1
O=C(NCc1cccnc1)c1ccc(COc2ccccc2Br)cc1	7.0	-23	5	-8	6	-2	-19	6	11
COc1ccc(N2C(=O)CC(Nc3ccc(F)cc3)C2=O)c([N+](=O)[O-])c1 (stereo unspecified)	1.1	4	-13	-2	1	12	-14	17	7
COCCNC(=O)CSc1nc2sc(C)c(C)c2c(=O)n1-c1ccccc1	-0.3	2	-5	-3	5	9	-8	-5	0
Cc1ncc([N+](=O)[O-])n1CC(=O)Nc1ccc(F)c(Cl)c1	0.1	6	0	-2	-1	-4	-6	-6	1
O=C(O)c1ccc(N2C(=O)c3cccnc3C2=O)cc1	-0.5	3	-4	-3	-2	11	-2	6	1
Cc1cc(Cl)ccc1C(=O)C1CCCN(C(=O)c2cncs2)C1 (stereo unspecified)	3.7	-2	-20	-3	-6	-20	-16	-1	3
Fc1ccc(-c2ccc(/C=N\n3cnnc3)o2)cc1Cl	4.1	9	1	-7	-12	-15	-5	-14	3
Cc1cccc(CSc2nnc([C@@H]3CCCN3C(=O)OC(C)(C)C)o2)c1	4.9	-6	-10	-3	8	-8	0	13	13
Cc1ccc(NC(=O)NC(=O)CN2CCCC2c2ccc3c(c2)OCCO3)cc1C (stereo unspecified)	1.5	-7	-27	-7	-15	-12	-8	4	8
COCCN(C(=O)CNC(=O)c1cccs1)C(C(=O)NC1CCCC1)c1cccs1 (stereo unspecified)	0.8	9	-18	-2	-6	-12	-3	-12	2
COc1ccc(Cn2nnnc2C(c2cc3cc(C)ccc3[nH]c2=O)N2CCOCC2)cc1 (stereo unspecified)	0.8	-4	-18	-2	3	-5	1	6	4
N#Cc1c(-c2ccccc2)cc(C2CC2)nc1N	-0.1	13	-18	0	-11	-2	-1	-15	-4
COc1ccc2cc(C(=O)NCc3ccccc3)c(=Nc3ccc(C(=O)O)cc3)oc2c1	0.6	13	9	-4	5	-16	-6	-12	3
CCOC(=O)c1ccc(NC(=O)COc2ccc(S(=O)(=O)NC(C)C)cc2)cc1	8.1	-11	-10	-5	2	-22	-10	21	21
O=C(NCc1ccccc1F)C1CCCN1C(=O)Nc1ccc(F)cc1 (stereo unspecified)	-0.2	3	-14	-3	1	9	-5	-2	1
CCOc1cc(C(=O)OCC(=O)Nc2ccc(SC(F)F)cc2)cc(OCC)c1OCC	2.9	-9	4	-6	3	-6	-4	13	6
Cc1cc(C)n(-c2cc(N3CCOCC3)ncn2)n1	0.2	4	-8	-3	-7	12	5	-10	0
O=C(C[C@@H]1C/C=C\C[C@@H](Cc2ccc(F)cc2)C(=O)OCCNC1=O)NCCO	1.0	9	-5	-1	7	-3	3	3	2
CCCc1nc2sc3c(c2c(=O)n1NC(=O)CCC(=O)O)CCCC3	0.0	6	-2	-4	11	-6	3	-9	1
COc1cccc(/C=C2\SC(=O)N(CC(=O)NC3CCS(=O)(=O)C3)C2=O)c1 (stereo unspecified)	1.5	6	-10	-4	-7	-20	-11	-7	2
COc1ccccc1NC(=O)CSc1nc2ccccc2cc1Cc1ccccc1	0.8	-1	-45	-6	-7	-11	-9	1	1
CN(C)Cc1c(C(C)(C)O)[nH]c2ccc(C(F)(F)F)cc12	1.0	6	-2	-4	-8	-15	3	3	3
CCC(Cc1ccccc1)NS(=O)(=O)c1c(C)nc2sccn2c1=O (stereo unspecified)	0.1	-12	-2	-4	-2	6	-2	18	1

Further results follow:
structure	M1 ag parental	M1 PAM	CHO parental Ca	M1 ag	M4 antag	CHO-K1 Ca antag	OXTR potentiator	CHRM1 antagonist	M4 ag
COc1ccc(-c2cc(N3C(=O)Nc4ccccc4N3O)n[nH]2)cc1OC	0.1	-2	-11	-3	2	4	-4	3	1
Cc1ccc(C(=O)Nc2cccc(C(=O)O)c2)cc1S(=O)(=O)N1CCOCC1	0.3	-8	5	-2	6	12	1	16	-1
CSc1ccccc1OCc1cc(C(=O)NCc2csc(C(C)C)n2)no1	3.8	-10	-18	-3	-24	-11	-14	8	12
CC(=O)c1ccc(O)c(CC=C(C)C)c1O	0.0	17	-11	2	-18	-3	-5	-10	2
Cc1ccc(Cl)cc1N1CCN(C(=O)C2CCN(S(C)(=O)=O)CC2)CC1	3.0	10	-9	-7	-16	-7	-18	-10	3
CC(C)(C)C(=O)Nc1nc(C2CCCN2S(=O)(=O)c2ccc(Cl)cc2)cs1 (stereo unspecified)	3.2	-1	-2	-3	1	-3	-25	5	6
N#CC1=C(N)NC(SCC(=O)c2ccccc2)=C(C#N)C12CCCC2	3.6	4	-8	-7	1	-2	-11	0	5
CC1CCCCC1NCc1cccc([N+](=O)[O-])c1 (stereo unspecified)	0.4	-6	-13	-12	5	15	-3	11	0
O=C(Nc1ccccc1NC(=O)c1csnn1)c1csnn1	-0.4	9	-15	-3	3	-18	-7	-8	-1
CCOc1ncccc1C(=O)OCC(=O)Nc1ccc2c(c1)CCC2	-0.3	-2	-14	-3	6	4	1	-4	3
CC(C)CC(NC(=O)c1ccc(Cl)cc1)C(=O)OCC(=O)c1ccc2c(c1)NC(=O)CO2 (stereo unspecified)	0.2	-7	63*	-3	4	-1	-13	0	1
CCC(=O)OCc1cc2cccc(C)c2[nH]c1=O	1.1	11	-9	-3	-4	-29	0	-13	1
CC(C)Oc1cccc(C(=O)C2CCCN(C(=O)CCn3cnnn3)C2)c1 (stereo unspecified)	1.3	8	2	-7	4	-20	-8	-12	1
O=C(Nc1ccccc1C(F)(F)F)c1ccc(F)c(S(=O)(=O)N2CCOCC2)c1	3.3	-4	-5	0	-23	-18	-4	-14	3
CS(=O)(=O)N1CCCCC1c1cc(C(=O)NCc2ccccc2)no1 (stereo unspecified)	0.3	6	·	-2	2	5	·	-20	0
CCS(=O)(=O)N1CCC(NC(=O)C(Cc2ccc(OC)c(OC)c2)NC(C)=O)CC1 (stereo unspecified)	0.3	9	-5	0	1	-2	-9	-17	0
CC(C)COC(=O)N1CCCC1C(=O)Nc1nccs1 (stereo unspecified)	0.7	6	1	-1	4	-7	-2	-6	1
CCOC(=O)C1(CCOc2ccccc2)CCN(Cc2ccc(O)c(OCC)c2)CC1	2.4	4	-10	-6	-13	1	-8	-8	12

Arranged by length of the SMILES (smallest number first): part of the list above
structure	M1 ag parental	M1 PAM	CHO parental Ca	M1 ag	M4 antag	CHO-K1 Ca antag	OXTR potentiator	CHRM1 antagonist	M4 ag
COc1ccc(-c2cc(N3C(=O)Nc4ccccc4N3O)n[nH]2)cc1OC	0.1	-2	-11	-3	2	4	-4	3	1
COc1cc(C(=O)N2CCN(c3cc(Cl)ccc3Cl)CC2)cc(OC)c1OC	1.0	5	-12	-2	-14	4	-1	-9	0
CCC(c1nnc(SCC(=O)Nc2nnc(-c3ccccc3)o2)n1Cc1ccccc1)N(C)C (stereo unspecified)	0.1	7	-11	-2	17	-8	-11	-8	0
